Compound activity deposited in PubChem by several laboratories.
Measles CPE: compounds protecting cells from measles virus cytopathic effect, primary screen, measles RdRp inhibitor project, single point, MLSMR library, absorbance. AID 841, 2007. protection (pct of control), % at 4 µM. Measles virus-infected cells, CPE protection. 1.5% of 140,000 active; in the data active = protection mostly above about 24%, no sharp cut-off; inactive = mostly below about 26%; note: some compounds called inactive have numbers as strong as hits
Yeast growth inh: growth inhibitors of yeast BB579 in restrictive medium, primary screen, yeast lifespan-shortening project, S. cerevisiae; inhibition, % at 10 µM; 0.51% of 140,000 active; AID 804, 2007; OD615, 48 h;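 active = inhibition above a set limit, 3 SD over the mean compound inhibition, cut at about 44% in these data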; note: inactives centre near -24
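System: Saccharomyces cerevisiae DeaD strain BB579, replicative lifespan model yeast | Buffer or medium: Restrictive glucose-based CSMM-D medium | Times: 4 h preincubation and 48 h exposure at 30 °C | Detection: OD615 turbidity measurement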
MRP-1 activ: H69AR viability gain despite doxorubicin, primary screen, MRP-1 activator project, H69AR cells, CellTiter-Glo | viability rescue | viability increase, % at 10 µM | 0.61% of 140,000 active | AID 799, 2007;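 active = viability gain under doxorubicin at or above a set limit, the compound median plus 3 SD, cut at about 4.7% in these data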;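 note: MRP-1 overexpressing cells given doxorubicin 25 µM after compound pretreatment; 18-22 h compound pretreatment then 72 h with doxorubicin before readout; 0% = doxorubicin-only wells and 100% = vehicle-treated cells without doxorubicin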
HCT116 bCat-KO: primary screen for growth suppressors in beta-catenin knockout HCT116 cells (colon tumor, human); HCT116 beta-catenin knockout viability, CellTiter-Glo, 60 h; active compounds read low; 1.5% of 140,000 active; viability, % at 10 µM;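 active = viability at or under a set limit, the compound median less 4 SD, cut at about 6% in these data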;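 note: 0% = Hyamine 1622 control at 20 µM and 100% = untreated cell control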
E-sel TNF inh: E-selectin induction blockers in HUVEC – imaging, immunofluorescence, high content, primary screen. HUVEC TNFa-induced E-selectin immunofluorescence. inhibition, % at 2 µM. 0.71% of 120,000 active;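 active = inhibition above the batch mean plus 3 SD, and confirmed as a hit on visual image review, cut at about 43% in these data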;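 note: 0% = TNF-stimulated DMSO wells and 100% = unstimulated control wells; not every result past the cut was called active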
NPY-Y2 antag: NPY-Y2 receptor antagonists, primary screen, cell-based; Neuropeptide Y receptor type 2 (Homo sapiens), P49146; inhibition, % at 2.7 µM; 0.99% of 140,000 active; NPY-Y2 expressing cells, antagonist mode; in the data active = inhibition above about 17%;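 note: 0% = vehicle with agonist challenge and 100% = reference antagonist with challenge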
Target sequence (P49146 whole entry, looked up): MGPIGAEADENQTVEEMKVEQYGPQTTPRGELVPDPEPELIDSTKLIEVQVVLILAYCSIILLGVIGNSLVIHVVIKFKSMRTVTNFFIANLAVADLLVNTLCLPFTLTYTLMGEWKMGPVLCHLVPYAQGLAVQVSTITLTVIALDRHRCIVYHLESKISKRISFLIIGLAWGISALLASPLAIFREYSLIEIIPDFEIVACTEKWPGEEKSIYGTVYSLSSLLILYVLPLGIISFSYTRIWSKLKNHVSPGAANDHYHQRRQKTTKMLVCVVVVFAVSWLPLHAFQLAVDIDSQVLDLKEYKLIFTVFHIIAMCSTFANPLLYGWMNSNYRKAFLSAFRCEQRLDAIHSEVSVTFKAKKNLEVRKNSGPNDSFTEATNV
HCT116 PTEN-null: growth suppression of PTEN-null HCT116, primary screen, cell-based, CellTiter-Glo. viability, % at 10 µM. 1.2% of 140,000 active. HCT116 PTEN-null viability, 60 h; active compounds read low;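 active = viability at or below a set limit, 4 SD under the median of all tested compounds, cut at about 3.7% in these data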;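 note: PTEN knockout HCT116 line with beta catenin targeted HCT116 as companion control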
Phagocytosis inh: inhibitors of macrophage phagocytosis, primary screen, imaging, J774A.1 cells, IgG beads. J774A.1 macrophage IgG-bead phagocytosis. inhibition, % at 5 µM. 0.07% of 110,000 active;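 active = inhibition above the mean of the plate negative controls plus 5 SD, cut at about 13% in these data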;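 note: phagocytic index as fraction of beads internalized from green versus red external bead signal; plate controls were DMSO negative control for no effect and cytochalasin-D positive control for full effect; some results beyond the cut were filed as inactive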
GALR2 blocker: GALR2 antagonists in receptor-expressing cells, primary screen; antagonist mode; inhibition, % at 4 µM; 0.39% of 140,000 active; AID 828, 2007; in the data active = inhibition above about 27%;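 note: cells stimulated with galanin 1-16 at roughly its EC80; 0% = agonist challenge control and 100% = basal control without agonist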
Target sequence (O43603 whole entry, looked up): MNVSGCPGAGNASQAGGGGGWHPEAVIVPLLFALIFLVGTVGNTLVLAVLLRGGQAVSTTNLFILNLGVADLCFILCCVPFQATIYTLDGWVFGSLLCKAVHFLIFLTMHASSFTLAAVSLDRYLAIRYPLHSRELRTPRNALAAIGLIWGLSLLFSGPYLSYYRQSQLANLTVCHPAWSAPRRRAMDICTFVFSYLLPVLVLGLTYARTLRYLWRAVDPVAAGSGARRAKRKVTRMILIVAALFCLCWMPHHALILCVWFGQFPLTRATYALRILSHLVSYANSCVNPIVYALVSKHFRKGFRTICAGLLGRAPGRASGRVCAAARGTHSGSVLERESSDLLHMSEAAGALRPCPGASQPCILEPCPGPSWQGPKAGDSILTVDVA
Yeast life ext: compounds extending yeast replicative lifespan, primary screen, S. cerevisiae, OD615 | S. cerevisiae growth with nicotinamide; deaD strain in restrictive glucose medium | inhibition of the nicotinamide effect, % at 10 µM | 0.68% of 130,000 active;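 active = inhibition above a set limit, placed 3 SD over the median of all compounds, cut at about 26% in these data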;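 note: 0% = nicotinamide-treated wells and 100% = cells grown without nicotinamide; some compounds called inactive have numbers as strong as hits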
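Test system: DeaD-strain S. cerevisiae / Buffer or medium: restrictive glucose medium / Also added: nicotinamide 1.5 mM / Doses: one concentration, 10 µM, DMSO 0.25% / Schedule: 48 h at 30 °C / Signal: OD615 measurement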
* hit, by the source's call; / = not tested or not shown.

SMILES	Measles CPE	Yeast growth inh	MRP-1 activ	HCT116 bCat-KO	E-sel TNF inh	NPY-Y2 antag	HCT116 PTEN-null	Phagocytosis inh	GALR2 blocker	Yeast life ext
COc1ccc(CCN2C(=O)CS/C2=N/NC(=O)c2ccccc2F)cc1OC	10	-15	0.3	86	-4	2	97	-11	-1	1
CCOC(=O)CSC1=C(C#N)C(c2ccc(C)o2)CC(=O)N1 (stereo not given)	14	3	-3.7	12	-8	3	16	/	18	3
Cc1onc(-c2ccccc2)c1C(=O)Nc1nnc(N2CCCCCC2)s1	4	3	1.9	88	-17	3	96	2	6	-5
CC1C/C(=C/c2cccn2C)C(=O)/C(=C/c2cccn2C)C1 (stereo not given)	1	10	-5.0	3.8*	-18	1	11	1	24	-28
Cc1ccc(C(=O)C(c2ccccc2)N2Cc3ccccc3C2=N)cc1 (stereo not given)	4	-28	-2.1	78	/	8	78	-3	0	-2
O=[N+]([O-])c1ccc(Sc2ccccc2)nc1	3	-19	-1.9	102	-3	6	100	-1	4	0
CC(=O)N1CCc2cc(S(=O)(=O)NCCC(=O)NCCc3ccc(C)cc3)ccc21	21	-31	-0.3	73	-13	7	79	-3	17	2
Nc1ccc(Sc2ccccc2CC(=O)O)cc1	5	-27	-0.5	87	3	0	105	/	5	-9
Cc1nn(C)c(=O)n1-c1ccc(OCc2ccccc2)cc1	7	-9	0.0	86	/	2	86	-1	13	-14
CCn1cc(/C=C2/SC(=S)NC2=O)c(C)n1	8	-40	-3.7	91	-3	2	103	3	-4	-1
CCOc1ccc(NC(=O)Cc2ccccc2)c([N+](=O)[O-])c1	29	0	0.0	86	13	0	96	-5	2	-7
COc1ccc(NC(=O)C(Cc2ccccc2)NC(=O)c2ccco2)cc1OC (stereo not given)	19	-18	-1.1	102	-3	4	115	-1	-3	-12
CCCC12C(=O)C(C)(C(c3ccccc3)=C1c1ccccc1)C1C(=O)N(c3ccc(C)cc3)C(=O)C12 (stereo not given)	3	-16	3.3	15	4	0	13	-1	-10	-2
CC(CN1CCOCC1)OC(=O)C(C)(c1ccccc1)c1ccccc1 (stereo not given)	9	-28	-1.7	89	7	6	84	/	6	/
CCOC(=O)Cc1csc(NC(=O)c2sc3nc4cc(C)ccc4cc3c2N)n1	24	-5	-3.1	45	/	4	58	-3	8	-4
CCOC(=O)C1CCCN(C(=O)c2sc3nc(-c4ccc(F)cc4)cn3c2C)C1 (stereo not given)	15	-15	-1.8	88	/	3	82	3	0	-5
Cn1c(N)c(C(=O)COC(=O)c2cc(-c3ccco3)nc3ccccc23)c(=O)n(Cc2ccccc2)c1=O	3	-34	0.2	86	/	0	77	/	-3	20
Cn1c(=O)n(CC(=O)Nc2ccccc2)c2ccccc21	4	2	0.5	88	/	-2	87	-1	-6	-7
Nc1nnnn1/N=C/C=C/c1ccccc1	12	-44	-1.7	92	-23	2	100	-1	0	-5
CC(C)NC(=O)c1onc(CSc2ccc(F)c(F)c2)c1C(=O)O	8	-5	-0.7	95	18	7	91	/	5	-6
COc1ccc(-c2nnc(SCC(=O)c3ccc[nH]3)n2-c2ccccc2)cc1	5	-38	-3.4	99	-5	2	94	-4	-2	3
Cc1ccc(CNC(=O)C2CC(=O)N(C3CCCCCCC3)C2)cc1 (stereo not given)	3	-43	1.0	100	52	4	99	0	-3	7
COCCn1c(C)cc(C(=O)CSc2ncnc3sc4c(c23)CCC4)c1C	4	7	0.3	94	7	2	89	0	-6	-20
Cc1cc(C)n2nc(C(=O)N3CCOCC3)nc2n1	2	-28	-0.4	95	/	1	99	1	-7	-6
CCCCC[C@H](O)/C=C/[C@@H]1[C@@H](C/C=C\CCCC(=O)O)[C@H]2CO[C@@H]1C2	39	-57	-2.4	71	/	4	67	/	8	14

Another view of part of the listing above.
Compound: COCCn1c(C)cc(C(=O)CSc2ncnc3sc4c(c23)CCC4)c1C
  Measles CPE = 4	Yeast growth inh = 7	MRP-1 activ = 0.3	HCT116 bCat-KO = 94	E-sel TNF inh = 7	NPY-Y2 antag = 2	HCT116 PTEN-null = 89	Phagocytosis inh = 0	GALR2 blocker = -6	Yeast life ext = -20

Compound: CCn1cc(/C=C2/SC(=S)NC2=O)c(C)n1
  Measles CPE = 8	Yeast growth inh = -40	MRP-1 activ = -3.7	HCT116 bCat-KO = 91	E-sel TNF inh = -3	NPY-Y2 antag = 2	HCT116 PTEN-null = 103	Phagocytosis inh = 3	GALR2 blocker = -4	Yeast life ext = -1

(listing goes on)
SMILES	Measles CPE	Yeast growth inh	MRP-1 activ	HCT116 bCat-KO	E-sel TNF inh	NPY-Y2 antag	HCT116 PTEN-null	Phagocytosis inh	GALR2 blocker	Yeast life ext
Cc1nn(-c2ccccc2)c(C)c1/C=N/NC(=O)CSc1nnc(SCc2ccccc2Cl)s1	3	-40	-0.6	84	-20	5	73	1	-3	-2
CSCCC(NC(=O)c1ccco1)C(=O)OCC(=O)Nc1sccc1C#N (stereo not given)	10	-74	-1.5	104	2	2	108	0	-5	-3
CCOC(=O)C1=C(C)OC(N)=C(C#N)C1c1ccoc1 (stereo not given)	24	-84	-0.5	88	28	2	98	-2	-1	-4
CCCc1nc2ccccc2c(C(=O)OCC(=O)Nc2c(C)n(C)n(-c3ccccc3)c2=O)c1CC	4	-28	-3.8	86	8	12	87	-7	-10	-2
COC(=O)CN(c1ccc(F)cc1)S(=O)(=O)c1ccc2c(c1)OCCO2	10	-19	-0.9	100	-1	3	107	0	0	6
Cc1cc(-c2ccccc2)c2nncn2n1	5	-36	-2.0	97	-21	2	98	2	6	-22
Cc1cc(C)c(NC(=O)/C(=C/c2ccco2)c2ccccc2)c(C)c1	11	-74	-0.8	97	4	6	85	0	-3	13
COc1ccccc1Oc1cc(C#N)c(C#N)cc1-n1nnc2ccccc21	10	-14	-4.7	48	/	19*	41	-3	-17	-1
CCOc1ccccc1C1CC(=O)Nc2cc(OC)c(OC)c(OC)c21 (stereo not given)	6	-19	-2.5	86	37	-1	88	1	19	-18
COc1ccc(OC)c(C(=O)CSc2nc3ccccc3n2CC(=O)NC(C)(C)C)c1	27	-79	-0.7	98	10	5	104	0	17	-1
O=C(CNS(=O)(=O)c1ccc2ccccc2c1)OCc1nnc(-c2ccccc2)o1	4	-49	-2.5	86	/	2	97	-1	-2	-22
CSc1nn(-c2ccc(C(=O)OCC(=O)NC(=O)NC(C)C)cc2)c(=S)s1	10	-14	-2.8	93	/	2	102	-4	7	-1
COc1cccc(CNC(=O)C2CCCN(c3nc4ccccc4o3)C2)c1 (stereo not given)	16	-32	-0.6	99	/	6	103	-1	5	-10
O=C1NCCCc2nonc21	2	-21	0.4	99	-43	-1	98	-1	16	-9
CCCCC(O)CN1CCC(c2ccccc2)CC1 (stereo not given)	29	-68	-0.7	89	23	4	103	-1	-8	-1
COc1ccc(C2(C(=O)NCc3ccco3)CCCC2)cc1OC	53*	-11	-2.0	87	-2	0	92	/	3	-13
COCCSc1ccccc1C(=O)N1CCOCC1	10	-18	-1.4	94	4	1	93	1	-10	4
CCO/C=C1/C(=O)N(C(C)=O)c2ccccc21	2	-25	-3.1	94	-18	1	97	/	1	/
Cc1nnc(Sc2nc3c(c(=O)[nH]c(=O)n3C)n2CCCc2ccccc2)s1	3	-41	-0.3	91	/	4	90	0	-5	-5
CCOC(=O)c1sc(=S)n(-c2ccccc2)c1N	13	-2	0.0	98	-25	0	111	/	10	/
O=C(NCCCN1CCC(Cc2ccccc2)CC1)C1CCN(S(=O)(=O)N2CCOCC2)CC1	22	-48	-2.6	72	/	7	82	/	7	-4
CCOc1ccccc1NC1=CC(=O)CC(c2ccccc2)C1 (stereo not given)	2	-6	-4.2	26	-12	7	38	/	-4	-19
COCc1nc2ccccc2n1CCOc1ccccc1OC	5	-31	-2.3	100	-6	2	100	-1	4	-6
COc1ccc(NC(=O)N2CCc3ccccc32)cc1	27	-17	-0.8	80	6	0	84	-1	-3	-16
COc1cc(C(=O)NCCC(=O)NCCCN2CCCCC2)cc(OC)c1OC	10	-15	-2.7	91	/	1	94	-1	13	5

The results go on.
SMILES	Measles CPE	Yeast growth inh	MRP-1 activ	HCT116 bCat-KO	E-sel TNF inh	NPY-Y2 antag	HCT116 PTEN-null	Phagocytosis inh	GALR2 blocker	Yeast life ext
CCCc1nn(C(=O)c2ccccc2)c2c1C(=O)CC(C)(C)C2	6	-28	1.4	101	2	-1	90	0	-4	-3
CN(c1ccccc1C(=O)O)S(=O)(=O)c1ccc2c3c(cccc13)C(=O)N2	12	1	0.1	95	-19	2	93	/	-3	-4
O=C(CCCN1C(=O)c2ccccc2C1=O)NCCC1=CCCCC1	4	-27	-1.7	107	-23	4	102	0	-3	-16
Cc1[nH]c2c(Cl)cccc2c1CCNC(=O)C1CCCCC1C(=O)OCC(F)(F)F (stereo not given)	20	-15	3.6	77	/	4	80	-7	-5	-7
O=C(Nc1ccccc1[N+](=O)[O-])c1cccnc1Cl	2	-29	-1.6	83	/	0	88	-4	7	-2
Cc1ccc(S(=O)(=O)N2CCC(=O)N(C(COCc3ccc(Cl)c(Cl)c3)Cc3ccccc3)CC2)cc1 (stereo not given)	3	-37	-4.1	70	/	2	66	/	1	7
CCc1nc(C#N)c(N2CCOCC2)o1	11	-38	0.0	90	-2	3	96	-7	-11	2
CCOC(=O)c1cccc(NC(=O)CSc2nnc(CNc3ccc(C)cc3)n2CC)c1	7	-62	-1.3	81	/	4	100	0	-1	-11
CCOC(=O)c1nn(-c2ccccc2C)c2nc(Nc3ccccc3)cc(=O)n12	11	-7	0.1	98	/	4	100	-2	-1	2
CN1CCN(CC#CC(C)(O)C2CC3C=CC2C3)CC1 (stereo not given)	9	-13	-3.3	86	8	4	93	0	1	-4
O=C1CCc2cc(S(=O)(=O)N3CCC(C(=O)NCCC4=CCCCC4)CC3)ccc2N1	15	-8	-2.9	84	7	0	80	0	-5	-3
CC(=O)N1CCC2(CC1)C(C#N)=C(N)Oc1n[nH]c(C)c12	17	-53	1.3	103	-8	3	106	0	11	-6
CCCNC(=O)c1cc2ccccc2c(=O)o1	11	-16	0.8	97	/	0	101	-3	18	0
O=C(c1ccc(F)cc1)N1CCC(N2CCOCC2)CC1	3	-6	-1.6	100	0	1	95	2	3	-3
CCc1nnc(NC(=O)c2c(C)nn(-c3ccccc3)c2Cl)s1	10	-56	2.1	101	/	2	/	/	-2	-15
Nc1nc(NC(=O)c2ccccc2)nn1-c1ccccc1	28	-24	-0.9	92	-10	5	105	-3	9	8
CC(C)NS(=O)(=O)c1ccc(NC(=S)NC(=O)c2cccc([N+](=O)[O-])c2)cc1	10	-18	0.0	102	/	-1	102	0	-7	-1
CN(C(=O)CSc1nnc(-c2n[nH]c3ccccc23)o1)c1ccccc1	6	-1	-0.6	96	/	3	97	-5	2	-1
CCCn1c(=O)c(C(=O)Nc2ccccc2)c(O)c2ccccc21	5	-57	-1.5	69	-24	4	72	/	-5	/
COc1ccc(/C=C/C(=O)NCc2cccnc2)cc1	17	-24	-2.5	100	/	1	101	-3	6	3
